Integrin act MD: activates integrin-mediated alleviation for muscular dystrophy; alpha7betagal myoblasts, beta-gal FDG fluorescence, 48 h; Potency, µM (series often up to 38.3 µM), without a hit: at the highest dose activation, most hits filed as activators; actives 0.064% (n = 350,000); AID 624291;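 further: potency means the concentration at half of the fitted maximal effect; 100% = response of the positive control SU9516; nearly all actives have a fitted effect of over 60% in size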
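alpha7betagal+/- myoblasts (passage 13, 250/well) treated 48 h at 37C with compounds at 1:260 dilution of DMSO stock. Lysed, then beta-galactosidase activity read as FDG fluorescence (ex 480/em 540) after 30 min, with pre-read for autofluorescence.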
p53 reactivation: restores transcriptional activity of mutant p53; H1299 p53-A138V BP100-luciferase reporter, luminescence, 24 h; Potency, µM (top dose mostly 92.2 µM), for inactives: at the highest dose activity change, positive = activation, actives largely listed as activators; actives 0.063% (n = 320,000); further: potency means the concentration at half of the fitted maximal effect; % of control where 0% means no effect; nearly all actives have a fitted effect of over 45% in size
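H1299 (p53-null), stable ts p53-A138V + BP100-Luc; 1000 cells/well, Opti-MEM/10% FBS; cpd 4 pt, 1:5; 24 h, 37 deg C, 5% CO2; detection reagent 10 min RT; luminescence.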
BRCA1 expr up: increases BRCA1 expression; MCF7-BRCA1-FFLuc reporter, luminescence, 48 h; response scale: scaled: vehicle 0%, 10 µM genistein 100%; Potency, µM (titrated, usually from 46.1 µM), for the others: at the top dose activation, most hits filed as activators; actives 1.1% (n = 380,000); further: potency means the concentration at half of the fitted maximal effect; nearly all actives have a fitted effect of over 80% in size; some results filed as inactive show a strong effect at the top dose
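Reporter cells (MCF7, BRCA1 promoter-firefly luciferase) received library compounds across a concentration series for 48 h. End-point luminescence was measured and concentration-effect curves derived after normalization.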
ELG1 DNA repair: inhibitors of ELG1-dependent DNA repair in HEK293T cells. HEK293T ELG1-luciferase reporter, luminescence, 16 h; DNA damage induced by 5-fluorouridine. Potency, µM (titrated, usually from 46.1 µM), for inactives: at the top dose activity change, negative = inhibition, usual class: inhibitors. actives 2.3% (n = 330,000); further: potency means the concentration at half of the fitted maximal effect; on the % scale 0 is the no-effect control and ±100 the full control effect; nearly all actives have a fitted effect of over 55% in size
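HEK293T cells expressing luciferase-tagged ELG1 (2,000/well) received 5-Fluorouridine plus compound or DMSO for 16 hr at 37 °C. Luciferase was read by ONE-Glo luminescence after 30 min at room temperature.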
MLL CXXC-DNA inh: blocks binding of human MLL CXXC domain to DNA; Potency, µM (series often up to 115 µM), without a hit: top-dose activity change, negative = inhibition, usual class: inhibitors; AID 2662; MLL-CXXC / FITC-HOXA9 DNA fluorescence polarization; Q03164; actives 0.037% (n = 290,000); active means well fitted inhibition curve with a large enough effect in the polarisation, with a control signal flat, not every such curve was filed as active; inconclusive means small, poorly fitted or top-dose-only effect, or effect the other way, or a change in a side signal; inactive means no such curve, though single readings can be large or run the other way; the % refers to the polarisation; further: potency means the concentration at half of the fitted maximal effect
Target sequence (Q03164 whole entry, looked up, the tested form may be a part): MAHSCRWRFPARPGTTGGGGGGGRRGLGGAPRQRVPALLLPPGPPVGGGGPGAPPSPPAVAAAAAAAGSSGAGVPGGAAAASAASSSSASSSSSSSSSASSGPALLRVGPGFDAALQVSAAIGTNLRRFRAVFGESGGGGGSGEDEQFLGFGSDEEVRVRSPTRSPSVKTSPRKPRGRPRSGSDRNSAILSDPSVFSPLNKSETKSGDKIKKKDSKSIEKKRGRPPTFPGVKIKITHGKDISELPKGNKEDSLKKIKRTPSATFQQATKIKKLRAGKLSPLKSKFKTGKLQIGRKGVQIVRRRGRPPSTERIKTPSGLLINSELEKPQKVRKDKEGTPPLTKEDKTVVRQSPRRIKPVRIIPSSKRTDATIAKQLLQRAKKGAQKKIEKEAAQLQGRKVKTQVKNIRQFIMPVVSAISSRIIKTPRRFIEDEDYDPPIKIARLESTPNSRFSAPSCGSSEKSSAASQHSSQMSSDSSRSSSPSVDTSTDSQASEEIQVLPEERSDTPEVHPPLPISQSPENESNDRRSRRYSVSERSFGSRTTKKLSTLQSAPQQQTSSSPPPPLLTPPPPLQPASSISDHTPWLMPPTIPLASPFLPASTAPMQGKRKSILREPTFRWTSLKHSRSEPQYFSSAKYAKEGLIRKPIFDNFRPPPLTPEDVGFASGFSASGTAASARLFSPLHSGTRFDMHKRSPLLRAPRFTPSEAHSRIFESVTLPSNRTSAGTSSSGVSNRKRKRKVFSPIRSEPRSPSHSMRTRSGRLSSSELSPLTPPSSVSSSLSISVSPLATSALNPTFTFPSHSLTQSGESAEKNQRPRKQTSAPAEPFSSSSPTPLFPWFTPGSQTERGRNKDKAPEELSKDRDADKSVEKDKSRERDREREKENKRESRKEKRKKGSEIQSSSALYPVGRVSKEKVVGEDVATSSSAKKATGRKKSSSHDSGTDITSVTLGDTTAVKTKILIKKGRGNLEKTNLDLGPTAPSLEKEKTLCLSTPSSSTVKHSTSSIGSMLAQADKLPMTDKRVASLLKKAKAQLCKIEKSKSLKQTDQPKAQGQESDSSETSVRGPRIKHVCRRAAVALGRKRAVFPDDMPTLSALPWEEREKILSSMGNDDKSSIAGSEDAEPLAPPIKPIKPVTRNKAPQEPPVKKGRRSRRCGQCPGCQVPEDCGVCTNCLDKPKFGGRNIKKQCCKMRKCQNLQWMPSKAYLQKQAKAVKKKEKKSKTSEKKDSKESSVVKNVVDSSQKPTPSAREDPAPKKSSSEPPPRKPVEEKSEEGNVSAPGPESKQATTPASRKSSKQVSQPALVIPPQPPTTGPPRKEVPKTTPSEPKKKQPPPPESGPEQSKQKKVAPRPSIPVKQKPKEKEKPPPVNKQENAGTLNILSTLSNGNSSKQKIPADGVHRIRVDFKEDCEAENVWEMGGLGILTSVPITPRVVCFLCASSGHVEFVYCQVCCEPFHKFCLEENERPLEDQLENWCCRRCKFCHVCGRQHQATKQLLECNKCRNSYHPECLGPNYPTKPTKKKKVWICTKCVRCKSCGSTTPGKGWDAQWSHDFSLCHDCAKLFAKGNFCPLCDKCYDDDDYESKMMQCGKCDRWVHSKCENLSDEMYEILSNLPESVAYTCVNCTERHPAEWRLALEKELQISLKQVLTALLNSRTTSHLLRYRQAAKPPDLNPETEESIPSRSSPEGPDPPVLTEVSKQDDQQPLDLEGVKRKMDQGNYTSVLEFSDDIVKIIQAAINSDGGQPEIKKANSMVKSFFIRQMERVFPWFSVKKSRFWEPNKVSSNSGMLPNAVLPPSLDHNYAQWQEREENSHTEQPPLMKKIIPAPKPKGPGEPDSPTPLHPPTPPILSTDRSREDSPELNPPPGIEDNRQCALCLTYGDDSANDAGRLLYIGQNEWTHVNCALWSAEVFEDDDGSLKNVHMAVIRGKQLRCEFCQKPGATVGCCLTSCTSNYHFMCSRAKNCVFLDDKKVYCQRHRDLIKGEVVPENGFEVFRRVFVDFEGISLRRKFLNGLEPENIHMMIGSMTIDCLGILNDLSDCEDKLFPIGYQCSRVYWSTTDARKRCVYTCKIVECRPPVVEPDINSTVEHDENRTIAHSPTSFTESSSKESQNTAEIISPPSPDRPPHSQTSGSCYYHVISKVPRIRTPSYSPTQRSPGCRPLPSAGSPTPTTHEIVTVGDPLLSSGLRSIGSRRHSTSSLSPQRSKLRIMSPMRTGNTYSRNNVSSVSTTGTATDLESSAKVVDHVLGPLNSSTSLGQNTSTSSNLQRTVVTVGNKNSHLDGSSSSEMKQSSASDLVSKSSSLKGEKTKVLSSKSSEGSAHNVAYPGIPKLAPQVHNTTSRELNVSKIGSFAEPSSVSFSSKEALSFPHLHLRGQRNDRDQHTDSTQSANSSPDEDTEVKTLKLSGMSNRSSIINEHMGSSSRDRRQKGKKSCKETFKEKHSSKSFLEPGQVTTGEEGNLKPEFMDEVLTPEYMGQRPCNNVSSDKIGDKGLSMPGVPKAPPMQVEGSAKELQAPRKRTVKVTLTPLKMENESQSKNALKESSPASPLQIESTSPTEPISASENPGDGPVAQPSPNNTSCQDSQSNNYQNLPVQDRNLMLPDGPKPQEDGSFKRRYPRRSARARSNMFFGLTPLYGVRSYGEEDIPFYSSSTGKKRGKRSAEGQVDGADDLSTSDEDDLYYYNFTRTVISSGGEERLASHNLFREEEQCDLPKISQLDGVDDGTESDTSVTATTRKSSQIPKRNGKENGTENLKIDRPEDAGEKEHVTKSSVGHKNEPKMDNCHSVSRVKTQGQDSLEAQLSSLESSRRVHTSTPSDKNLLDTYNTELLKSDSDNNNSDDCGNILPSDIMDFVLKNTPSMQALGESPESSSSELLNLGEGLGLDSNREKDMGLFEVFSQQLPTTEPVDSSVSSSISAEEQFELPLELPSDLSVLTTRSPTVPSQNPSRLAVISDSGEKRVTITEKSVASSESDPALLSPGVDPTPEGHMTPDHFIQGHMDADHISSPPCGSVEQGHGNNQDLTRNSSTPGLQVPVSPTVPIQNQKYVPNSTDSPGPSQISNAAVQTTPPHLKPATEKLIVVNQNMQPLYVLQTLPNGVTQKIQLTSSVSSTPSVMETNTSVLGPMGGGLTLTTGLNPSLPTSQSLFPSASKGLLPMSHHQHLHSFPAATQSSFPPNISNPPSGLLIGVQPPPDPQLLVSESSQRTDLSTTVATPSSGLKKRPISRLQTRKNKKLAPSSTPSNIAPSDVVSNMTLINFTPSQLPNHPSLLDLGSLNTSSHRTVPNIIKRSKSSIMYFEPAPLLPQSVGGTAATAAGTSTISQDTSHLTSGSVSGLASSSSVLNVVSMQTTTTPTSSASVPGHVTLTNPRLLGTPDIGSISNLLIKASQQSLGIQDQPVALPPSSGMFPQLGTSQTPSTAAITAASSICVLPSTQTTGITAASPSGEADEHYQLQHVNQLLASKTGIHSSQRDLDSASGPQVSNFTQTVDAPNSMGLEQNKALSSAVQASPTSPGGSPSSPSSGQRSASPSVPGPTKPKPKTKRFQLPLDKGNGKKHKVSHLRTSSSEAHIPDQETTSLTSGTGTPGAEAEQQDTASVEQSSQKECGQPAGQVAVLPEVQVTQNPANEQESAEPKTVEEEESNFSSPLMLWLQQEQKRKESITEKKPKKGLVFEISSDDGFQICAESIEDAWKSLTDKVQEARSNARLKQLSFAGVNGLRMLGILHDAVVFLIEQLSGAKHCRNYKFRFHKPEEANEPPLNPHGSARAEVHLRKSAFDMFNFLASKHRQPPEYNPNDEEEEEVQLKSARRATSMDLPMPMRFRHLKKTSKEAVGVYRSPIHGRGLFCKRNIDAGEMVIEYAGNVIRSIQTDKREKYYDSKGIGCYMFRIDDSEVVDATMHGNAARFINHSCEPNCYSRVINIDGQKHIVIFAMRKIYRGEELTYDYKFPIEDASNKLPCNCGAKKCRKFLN
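Purified MLL-CXXC (added from a 7 uM solution) was preincubated 5 min at ambient with pinned compounds in 50 mM Tris-HCl pH 7.5, 50 mM NaCl, 1 mM DTT, 0.05% BSA. Fluorescein-labeled HOX-A9 DNA (50 nM solution) followed, 30 min, then polarization read.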
B2AR arrestin: recruits beta-arrestin to the human beta2-adrenergic receptor; beta-arrestin recruitment to beta2AR, cell-based reporter; Potency, µM (series often up to 46.1 µM), for the others: at the highest dose activation, usual class: activators; AID 492947; actives 0.02% (n = 330,000); P07550;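 further: potency means the concentration at half of the fitted maximal effect; 0% = DMSO controls and full agonism = EC100 isoproterenol or metaproterenol; nearly all actives have a fitted effect of over 65% in size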
TRPV1 agonist: agonists of human vanilloid receptor 1 (TRPV1); TRPV1-expressing cells, Fluo-8 calcium influx, agonist mode; activation, % at 8.33 µM; actives 0.19% (n = 320,000); AID 540275; in the data active means activation above about 80%; inconclusive means between about 30% and that limit; further: 0% is about no effect
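Fluo-8 calcium influx in TRPV1-expressing cells, kinetic read (ex 480/em 520 nm). Compound added and read 3 min for agonist activity, followed by capsaicin at EC20 final and 2 min further read for enhancement.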
PTAP TSG101 blk: blocks PTAP/TSG101 interaction to inhibit HIV-1 budding | Q99816 | Fluorescence polarization, FITC-PTAP peptide / Tsg101 binding | Potency, µM (titrated, usually from 115 µM), for inactives: top-dose activity change, negative = inhibition, usual class: inhibitors | 340,000 tested, under 10 active; active means well fitted inhibition curve with a large enough effect in the main read-out, with a control signal flat, not every such curve was filed as active; inconclusive means small, poorly fitted or top-dose-only effect, or effect the other way, or a change in a side signal; inactive means no such curve, though single readings can be large or run the other way; further: potency means the concentration at half of the fitted maximal effect; % of control where 0% means no effect
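Tsg101 binding domain (10 uM final) was mixed with compound and a FITC-labeled PTAP peptide (50 nM final) in HEPES pH 7.5 buffer with NaCl, Tween 20, EDTA and TCEP; fluorescence polarization was read after 20 min at r.t.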
AT treatment: potential ataxia-telangiectasia treatment | Potency, µM (series often up to 57.5 µM), for the others: at the top dose activation, actives largely listed as activators | […] A-T fibroblasts, KAP-1 phosphorylation AlphaLISA; neocarzinostatin DNA damage 30 min before lysis | actives 0.19% (n = 320,000); further: potency means the concentration at half of the fitted maximal effect; % of control where 0% means no effect; nearly all actives have a fitted effect of over 45% in size
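hTERT-immortalized A-T patient fibroblasts ([…]), 500 cells/well in OPTI-MEM, 1% FBS, got compounds for 60 min, then NCS for 30 min at 37C. Lysates were then assayed for phospho-KAP-1 by AlphaLISA (anti-pKAP1 donor, anti-KAP1 acceptor beads), 6 hr at 25C.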
TCR act: activates T cell receptor signaling. 330,000 tested, under 10 active. primary human leukocytes, anti-CD3, IL-2 HTRF, 48 h. AID 504894. Potency, µM (doses to about 9.22 µM), for inactives: at the top dose activation of IL-2 secretion, hits mostly activators; further: % of control where 0% means no effect
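Primary human leukocytes were stimulated with a-CD3 beads plus compounds for 48 hr without co-stimulation; secreted IL-2 was quantified by HTRF using a-IL-2-K (europium cryptate) and a-IL-2-d2, excited at 320nm with acceptor emission read at 665nm.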
The depositor's hits bear a star; ? = inconclusive; nt = no result given; [ ] = dose if it differs, or a comment. Unless noted, the call rests on the fitted dose curve; in most records, active means well fitted curve in the direction sought with a large enough effect; inconclusive means small, poorly fitted or top-dose-only effect, or another doubt; inactive means no such curve, though single readings can be large; an effect the other way counts as inactive or inconclusive.

SMILES | Integrin act MD | p53 reactivation | BRCA1 expr up | ELG1 DNA repair | MLL CXXC-DNA inh | B2AR arrestin | TRPV1 agonist | PTAP TSG101 blk | AT treatment | TCR act
CCOC(=O)CN(c1ccccc1C)S(=O)(=O)c1ccc(Cl)cc1 | -5% | -4% | -39% | 7% | -2% | -0.2% | 28 | -5% | 7% | 1%
CC(C)C(NC(=O)c1ccc(F)cc1)C(=O)N1CCC1 (centres undefined) | 11% | 9% | 8% | 6% | nt | -2.8% | -1 | 0% | -13% | 5%
Cc1ccc(NC(=O)N(Cc2cccs2)Cc2cc3cc4c(cc3[nH]c2=O)OCO4)cc1 | nt | -8% | nt | 21µM* | 12% | -1.5% | -3 | nt | -1% | 0%[46.1 µM]
CC(NC(=O)C1CC12CCC2)c1ccccc1 (centres undefined) | -20% | -1% | -4% | 15% | 7% | -1.0% | -2 | -2% | 6% | 1%[46.1 µM]
CC(C)CC(=O)Nc1ccc(-c2nc3ccccc3c(=O)o2)cc1 | 0% | ? | 11% | ? | -3% | -0.4% | -4 | -6% | 5% | 1%[46.1 µM]
COc1ccc(NC(=O)CSc2nnnn2C2CC2)cc1S(=O)(=O)N1CCOCC1 | 11% | -16% | 4% | -4% | nt | 0.1% | 2 | -5% | 12% | 0%
CC1(C(=O)OCC(=O)NC(=O)NCc2ccccc2)CC1(Cl)Cl (centres undefined) | -21% | 0% | -2% | -8% | -2% | 0.0% | 9 | -5% | 12% | 1%
CCC(C)NC(=O)c1ccccc1NC(=O)c1ccc(CSc2ccccc2)cc1 (centres undefined) | -36% | 2% | -4% | -7% | -1% | 0.0% | 8 | 2% | 4% | 0%[46.1 µM]
COc1ccc(CNC(=S)NC(C)CCc2ccccc2)cc1 (centres undefined) | 0% | 23% | 10% | 2% | -4% | -0.1% | ? | -2% | 13% | 0%
CCN(CC(=O)Nc1ccccc1OC)C(=O)CC1CC2CCC1C2 (centres undefined) | 0% | -7% | -17% | ? | nt | 0.1% | 24 | 0% | 8% | -16%
COc1cccc(N2CCN(C(=S)Nc3ccccc3OC)CC2)c1 | 2% | 6% | -15% | -27% | 1% | -0.2% | -4 | 0% | -3% | nt
O=C(O)Cc1ccc(NC(=O)c2cccc(NC(=O)c3ccco3)c2)cc1 | 35% | 2% | 3% | 6% | -2% | -0.4% | 1 | -2% | 0% | 0%
O=C(Nc1cccnc1)c1cc(-c2ccc(Br)cc2)nc2ccccc12 | -25% | 0% | -82% | ? | 8% | -0.3% | 28 | -2% | 2% | 1%
Cc1ccn2c(=O)nc(SCc3cccc(C(F)(F)F)c3)nc2c1 | 20% | -2% | 1% | -4% | 1% | 0.3% | 12 | -2% | 2% | 5%
CC(C)c1ccc(S(=O)(=O)/N=C2/C=C(Sc3ncn[nH]3)C(=O)c3ccccc32)cc1 | -59%[inhibitor] | -53%[inhibitor] | -91%[inhibitor] | 6.5µM* | 9% | -0.6% | 2 | -5% | ? | 2%

Entries listed so far that contain four or more nitrogen atoms (two):
SMILES | Integrin act MD | p53 reactivation | BRCA1 expr up | ELG1 DNA repair | MLL CXXC-DNA inh | B2AR arrestin | TRPV1 agonist | PTAP TSG101 blk | AT treatment | TCR act
COc1ccc(NC(=O)CSc2nnnn2C2CC2)cc1S(=O)(=O)N1CCOCC1 | 11% | -16% | 4% | -4% | nt | 0.1% | 2 | -5% | 12% | 0%
CC(C)c1ccc(S(=O)(=O)/N=C2/C=C(Sc3ncn[nH]3)C(=O)c3ccccc32)cc1 | -59%[inhibitor] | -53%[inhibitor] | -91%[inhibitor] | 6.5µM* | 9% | -0.6% | 2 | -5% | ? | 2%

Further results:
SMILES | Integrin act MD | p53 reactivation | BRCA1 expr up | ELG1 DNA repair | MLL CXXC-DNA inh | B2AR arrestin | TRPV1 agonist | PTAP TSG101 blk | AT treatment | TCR act
Cc1cc(=O)oc2c3c(cc(OCC(=O)NC4CC4)c12)OC(C)(C)CC3 | 0% | 5% | -2% | 5% | -3% | -1.6% | 8 | -1% | 0% | 22%
O=C(c1sccc1-c1ccccc1)N1CCN(S(=O)(=O)c2ccccc2F)CC1 | -16% | 7% | -26% | -13% | nt | -0.2% | 9 | 0% | 1% | 4%
O=C(N/N=C/c1coc2ccccc2c1=O)c1ccccc1Br | ? | -3% | 5% | ? | 7% | -0.3% | 1 | -2% | 3% | 5%[46.1 µM]
Cc1cc(C)cc(C(=O)OCC(=O)NCc2cccs2)c1 | 9% | 3% | 29% | -16% | 28% | 0.1% | ? | -2% | 1% | 8%[46.1 µM]
COc1ccc(/C=N/Nc2cc(N3CCOCC3)ncn2)c(OC)c1 | 9% | 10% | -29% | ? | -9% | -1.0% | 6 | -5% | 1% | -1%
O=C(Nc1ccc(F)cc1)c1ccccc1NC(=O)C1CC=CCC1C(=O)O (centres undefined) | -20% | ? | 7% | 6% | 5% | 0.1% | 0 | -1% | -2% | 7%
O=C(c1cc2ccccc2oc1=O)N1CCN(CCc2ccccc2)CC1 | 11% | 1% | 8% | 1% | -1% | 0.1% | 2 | -7% | 6% | -2%
O=C(NCCCn1ccnc1)C1c2ccccc2Oc2ccccc21 | 8% | -2% | -3% | -9% | 0% | 0.1% | 0 | -4% | -3% | -7%
CCCC(=O)N(c1ccc2oc(=O)sc2c1)S(=O)(=O)c1ccccc1 | -45%[inhibitor] | -14% | -63% | -2% | 36%[activator] | -0.2% | 0 | 2% | 9% | 5%
CC(C)N(C)CCOC(=O)/C=C/c1ccccc1 | -4% | 2% | 2% | 0% | -3% | 2.8% | -2 | -4% | 4% | -20%[46.1 µM]
COc1cccc(-c2cc(C(F)(F)F)n3ncc(C(=O)NCC4CCCO4)c3n2)c1 (centres undefined) | 18% | 3% | -39% | 6.5µM* | -4% | -1.0% | 1 | -6% | 5% | 4%
CN(Cc1ccccc1)S(=O)(=O)c1ccc(Cl)c(C(=O)NCc2ccc3c(c2)OCO3)c1 | 14% | 0% | -18% | ? | 11% | 0.0% | 6 | -3% | 8% | 3%[46.1 µM]
c1ccc(Cc2nnc3sc(-c4ccncc4)nn23)cc1 | 6% | -3% | 4% | -25% | -8% | -0.3% | -1 | -3% | 12% | 4%
N#Cc1c(N)n(CCNC(=O)c2ccccc2)c2nc3ccccc3nc12 | -5% | 0% | 12% | -16% | -6% | -0.8% | -3 | -1% | 5% | 2%[46.1 µM]
O=[N+]([O-])c1ccc(N2CCSCC2)cc1 | -2% | 4% | 29% | 2% | -1% | -1.0% | -4 | 1% | 0% | nt
On1onc2c3cc(-c4ccccc4)nc3ccc21 | -31% | ? | -70% | ? | ? | -0.2% | 6 | -1% | -6% | 3%
O=C(NCc1cccnc1)c1ccc(COc2ccc3c(c2)CCC3)o1 | -30% | -9% | 77% | ? | -14% | -0.4% | -3 | -4% | 8% | 6%
CCOc1ccc(NC(=S)NNC(=O)c2ccc(Br)cc2)cc1 | 9% | -1% | -22% | 0% | -11% | 0.1% | 0 | -4% | -9% | 4%
O=C(O)c1cc(NC(=O)c2ccc(Cl)c([N+](=O)[O-])c2)cc(C(=O)O)c1 | -3% | -5% | -3% | -8% | 4% | 0.3% | -11 | -10% | 24% | 0%
CC(=O)OCCN1C(=O)c2cccnc2C1=O | 15% | -8% | -2% | -5% | -2% | -0.2% | -1 | -2% | 2% | -4%
CCOC(=O)C(=CN=C(N)Nc1nc2ccccc2o1)C(=O)OCC | -1% | 17% | ? | ? | 13% | -0.6% | ? | -2% | 2% | 3%
COCCn1cc(C(=O)NCc2cccs2)c2c3ccccc3n(C)c2c1=O | -2% | 14% | -1% | -22% | 2% | -0.7% | 7 | -7% | 19% | nt
CCN(C(=O)CSc1nccn1C)c1cccc2ccccc12 | -3% | -12% | -30% | 13% | nt | -0.8% | 0 | 0% | 1% | -1%
O=C(O)c1cc(=O)[nH]c2c(Cl)cccc12 | -21% | 1% | -6% | -4% | 0% | 0.6% | -1 | -4% | 2% | 0%
O=S(=O)(c1ccccc1)N1CCN(C(=S)NCc2ccccc2)CC1 | 0% | -4% | -16% | 3% | 23% | 0.2% | ? | -2% | 12% | 3%
Nc1ccc2nc(-c3ccccc3)c(-c3ccccc3)nc2c1 | -7% | 12% | -9% | -2% | ? | -0.3% | 10 | ? | ? | -10%
Cc1cc(N(C)Cc2ccccc2)nc(-c2ccccc2)n1 | -25% | 7% | -72% | 2% | 13% | 0.2% | 8 | -2% | 11% | 1%
COc1ccccc1-c1noc(CCC(=O)Nc2cccc(C)c2)n1 | -24% | -4% | -26% | -1% | 0% | -0.3% | 0 | -1% | 3% | 4%
CCn1c(=O)n(CCc2ccccc2)c(=O)c2c3c(sc21)CCCC3 | 39% | 6% | -43% | -16% | -8% | -0.6% | ? | -9% | nt | -1%
O=C(CNc1ccccc1)N/N=C/c1ccc2c(c1)OCO2 | 0% | ? | 23% | 3% | 10% | -0.5% | 1 | -1% | -4% | -3%[46.1 µM]
CSC1=NCCN1C(=O)C(C)(C)Oc1ccc(Cl)cc1 | 8% | nt | 1% | nt | nt | nt | nt | -6% | nt | 9%
